Bioassay records deposited in PubChem BioAssay by National Center for Advancing Translational Sciences (NCATS).
aGal spleen mod: qHTS Assay for Inhibitors and Activators of Human alpha-Galactosidase From Spleen Homogenate; human spleen homogenate, 4MU-alpha-Gal fluorescence, 40 min; actives 0.008% (n = 240,000); Alpha-galactosidase A (Homo sapiens), P06280; Potency, µM (doses to about 80 µM), for inactives: top-dose activity change, negative = inhibition, actives largely listed as inhibitors; AID 2107, 2009;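 note: 0% = enzyme with vehicle and -100% = no enzyme basal signal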
Target sequence (P06280 32-429 limits assumed): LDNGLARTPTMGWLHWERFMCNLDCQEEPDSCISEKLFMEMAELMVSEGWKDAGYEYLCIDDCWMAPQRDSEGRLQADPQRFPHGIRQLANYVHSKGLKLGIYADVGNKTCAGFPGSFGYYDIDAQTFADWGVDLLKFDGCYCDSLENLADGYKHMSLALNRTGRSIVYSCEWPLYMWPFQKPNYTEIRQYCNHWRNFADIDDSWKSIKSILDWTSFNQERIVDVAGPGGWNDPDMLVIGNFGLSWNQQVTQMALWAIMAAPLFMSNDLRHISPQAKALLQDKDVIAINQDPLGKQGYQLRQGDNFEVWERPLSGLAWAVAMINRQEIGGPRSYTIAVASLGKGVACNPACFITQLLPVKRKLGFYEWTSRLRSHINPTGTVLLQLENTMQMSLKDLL
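Fluorogenic readout (Ex 365/Em 440 nm) of 4-methylumbelliferone released from 1 mM 4-MU-alpha-galactoside by spleen homogenate, 40 min at 37C, pH 5.0. Data normalized to no-enzyme and enzyme controls; Hill-equation AC50 from compound titrations.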
GAA inh: qHTS Assay for Inhibitors of Human alpha-Glucosidase as a Potential Chaperone Treatment of Pompe Disease. actives 0.005% (n = 200,000). Lysosomal alpha-glucosidase (Homo sapiens), P10253. AID 1466, 2008. Potency, µM (highest dose often 76.9 µM), without a hit: at the highest dose activity change, negative = inhibition, usual class: inhibitors. purified human GAA, 4-MU-alpha-glucoside fluorescence;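 note: plate controls were uninhibited enzyme wells for no effect and no-enzyme background for full effect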
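qHTS format, compound range up to 77 uM. Human lysosomal enzyme at 4 nM, 400 uM 4-MU glucoside substrate, pH 5.0, 20 min room temperature; fluorescence after alkaline stop gives activity normalized to controls.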
SMN2 splice enh: qHTS Assay for Enhancers of SMN2 Splice Variant Expression; HEK293 SMN2-luciferase splicing reporter, luminescence, 30-36 h; actives 2.8% (n = 210,000); Potency, µM (top dose mostly 46.1 µM), without a hit: top-dose activity change, positive = activation, hits mostly activators; note: % of control where 0% means no effect; nearly all actives have a fitted effect of over 55% in size
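qHTS luciferase splicing reporter: luminescence rises when SMN2 exon 7 is included in transfected HEK293 cells. Compound exposure lasted 30-36 h at 37C, with 4.5 mM final sodium butyrate as control, followed by a ONE-Glo read.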
GoLoco inh red: qHTS Assay for Inhibitors of RGS12 GoLoco Motif Activity (Red Fluorophore); Guanine nucleotide-binding protein G(i) subunit alpha-1 (Homo sapiens), P63096; Gai1:RGS12 GoLoco peptide FP, rhodamine, 10 min; Potency, µM (highest dose often 61.6 µM), without a hit: at the highest dose activity, negative = inhibition, usual class: inhibitors; actives 0.44% (n = 230,000); active = well fitted inhibition curve with a large enough effect, not every such curve was filed as active; inactive = no such curve, though single readings can be large or run the other way; note: % is set by controls: 0 for no effect and ±100 for the full control effect; nearly all actives have a fitted effect of over 30% in size; many of its hits are not listed in these tables
Target sequence (P63096 whole entry, looked up): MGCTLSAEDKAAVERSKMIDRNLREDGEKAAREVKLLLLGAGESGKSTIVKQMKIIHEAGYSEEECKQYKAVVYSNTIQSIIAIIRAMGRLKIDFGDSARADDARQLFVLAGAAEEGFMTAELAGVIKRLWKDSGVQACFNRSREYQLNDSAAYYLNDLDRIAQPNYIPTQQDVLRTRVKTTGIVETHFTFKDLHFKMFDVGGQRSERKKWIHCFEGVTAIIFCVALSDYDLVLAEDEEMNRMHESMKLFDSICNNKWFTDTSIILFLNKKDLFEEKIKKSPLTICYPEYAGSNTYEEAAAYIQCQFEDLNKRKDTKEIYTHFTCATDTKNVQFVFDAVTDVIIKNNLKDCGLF
GAA glycogen mod: qHTS Assay for Inhibitors and Activators of Human alpha-Glucosidase Cleavage of Glycogen; Lysosomal alpha-glucosidase (Homo sapiens), P10253; recombinant GAA, glycogen substrate, Amplex Red glucose oxidase fluorescence; Potency, µM (top dose mostly 76.4 µM), inactives show at the highest dose activity change, negative = inhibition, usual class: inhibitors; actives 0.38% (n = 300,000); AID 2100, 2009;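 note: 0% = full enzyme reaction and -100% = no-enzyme basal signal; the screen sought inhibitors and activators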
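qHTS, 1536-well; enzyme 4 nM final; cpd up to 77 uM; substrate bovine liver glycogen 30 ug; 50 mM citrate/phosphate pH 5.0, 0.01% Tween-20; 37 C, 40 min; Amplex Red detection 45 min RT; Hill fit → AC50.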
aGlu spleen mod: qHTS Assay for Inhibitors and Activators of Human alpha-Glucosidase From Spleen Homogenate; Lysosomal alpha-glucosidase (Homo sapiens), P10253; human spleen homogenate, 4-MU-alpha-glucoside fluorescence; Potency, µM (titrated, usually from 79.9 µM), inactives show top-dose activity change, negative = inhibition, actives largely listed as inhibitors; actives 0.006% (n = 240,000); AID 2112, 2009;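 note: 0% = enzyme with vehicle and -100% = no enzyme basal signal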
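Enzyme source: human spleen homogenate, 1 ug/well. Buffer 50 mM citric acid/K phosphate pH 5.0, 0.01% Tween-20. 4-MU-alpha-glucoside 1 mM; 37 C x 40 min; NaOH/glycine stop; fluorescence.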
ALDH1A1 block: qHTS Assay for Inhibitors of Aldehyde Dehydrogenase 1 (ALDH1A1); Potency, µM (highest dose often 75.3 µM), without a hit: at the highest dose activity, negative = inhibition, usual class: inhibitors; Purified ALDH1A1, NADH fluorescence, propionaldehyde substrate; Aldehyde dehydrogenase 1A1 (Homo sapiens), P00352; AID 1030, 2008; actives 7.3% (n = 220,000); active = well fitted inhibition curve with a large enough effect, not every such curve was filed as active; inconclusive = small, poorly fitted or top-dose-only effect, or another doubt; inactive = no such curve, though single readings can be large or run the other way;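 note: plate controls were no enzyme wells and a reference inhibitor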
KDM4E inh: qHTS Assay for Inhibitors of Human Jumonji Domain Containing 2E (JMJD2E). JMJD2E catalytic domain, FDH-coupled NADH fluorescence (FDH is formaldehyde dehydrogenase). actives 1.6% (n = 230,000). Lysine-specific demethylase 4E (Homo sapiens), B2RXH2. AID 2147, 2009. Potency, µM (titrated, usually from 57.1 µM), inactives show top-dose activity change, negative = inhibition, most hits filed as inhibitors; active = well fitted inhibition curve with a large enough effect, not every such curve was filed as active; inconclusive = small, poorly fitted or top-dose-only effect, or another doubt; inactive = no such curve, though single readings can be large or run the other way;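 note: 0% = wells with enzyme and -100% = buffer wells without enzyme; nearly all actives have a fitted effect of over 50% in size; many of its hits are not listed in these tables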
Target sequence (B2RXH2 1-337 limits assumed): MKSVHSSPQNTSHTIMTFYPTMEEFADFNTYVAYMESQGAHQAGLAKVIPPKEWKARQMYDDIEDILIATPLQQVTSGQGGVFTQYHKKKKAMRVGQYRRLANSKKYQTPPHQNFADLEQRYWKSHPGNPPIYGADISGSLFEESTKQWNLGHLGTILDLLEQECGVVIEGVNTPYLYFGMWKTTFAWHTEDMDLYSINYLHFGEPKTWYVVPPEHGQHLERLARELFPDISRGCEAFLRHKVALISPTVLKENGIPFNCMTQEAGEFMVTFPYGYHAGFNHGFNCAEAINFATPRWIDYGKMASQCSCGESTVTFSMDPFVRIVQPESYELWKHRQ
The depositor's hits bear a star; ? = inconclusive; . = no result given; & = joins results of further samples; [ ] = another dose, or the depositor's remark. Unless noted, calls come from the whole dose curve; as a rule, active = well fitted curve in the direction sought with a large enough effect; inconclusive = small, poorly fitted or top-dose-only effect, or another doubt; inactive = no such curve, though single readings can be large; an effect the other way counts as inactive or inconclusive. Potency is the fitted concentration of half-maximal effect. The list is partial; count on the stated rates, not on these rows.

SMILES | aGal spleen mod | GAA inh | SMN2 splice enh | GoLoco inh red | GAA glycogen mod | aGlu spleen mod | ALDH1A1 block | KDM4E inh
C=CCn1c(=O)c2ccccc2n2c(SCc3c(C(=O)OCC)oc4ccccc34)nnc12 | 2% | -18% | -21% | 1% | 2% | 7% | 1% | -2%
COC(=O)C1(Cc2ccccc2)C2c3cc(C(=O)N4CCCC4)n(Cc4ccc(OC(F)(F)F)cc4)c3CC2CN1C(=O)c1ccccc1 (configuration not stated) | 4% | . | -46%[inhibitor] | -6% | . | -3% | 1% | -4%
Cc1sc(NC(=O)Cc2ccc3c(c2)OCO3)nc1-c1ccc2c(c1)CCN2C(=O)c1cccc(F)c1 | -2% | 3% | -54%[inhibitor] | 34%[activator] | 8% | -2% | ? | 1%
Cc1nc2sc(-c3ccccc3)cc2c(=O)n1-n1cccc1 | 10% | -3% | . | . | 10% | -2% | 11% | 5%
CCOC(=O)c1ccccc1NC(=O)CN(c1ccccc1)S(=O)(=O)N(C)C | 4% | -18% | 9% | 6% | -5% | 5% | 28µM* | -13%
CCn1nc(C)c(/C=N\NC(=O)c2cccc(OC)c2)c1C | 4% | -4% | -17% | 8% | 4% | 1% | 7% | -3%
O=C(CC(Nc1ccc(Cl)cc1Cl)C(=O)O)c1ccccc1 (configuration not stated) | 1% | . | . | 10% | -5% | -2% | . | 4%
O=C1CN(C(=O)CNCc2ccccc2)c2ccccc2N1 | -9% | -1% | . | -8% | 5% | -4% | ? | ?
COC(=O)CN(c1cc(Cl)ccc1OC)S(=O)(=O)c1ccc(OC)c(OC)c1 | 3% | -4% | -6% | 4% | -5% | 2% | -7% | -2%
COC(=O)c1cc(C(=O)c2cccc(Cl)c2Cl)cn1C | -6% | -2% | -24% | 6% | -2% | -1% | -11% | 4%
O=C(O)C1C2C=CC3(CN(C/C=C/c4ccccc4)C(=O)C13)O2 (configuration not stated) | -11% | 3% | 7% | -4% | -10% | 3% | -1% | -1%
CCN(CC)c1ccc(C2NC(=O)NC(C)=C2C(=O)Nc2ccccc2)cc1 (configuration not stated) | 0% | -13% | -3% | 17% | -9% | -2% | ? | -1%
Cc1cc(C)n(CC(=O)N/N=C/c2ccccn2)n1 | 7% | -4% | -6% | 10% | 0% | -6% | -11% | 3%
CCOc1cc(C(=S)N2CCCCC2)ccc1OS(=O)(=O)c1ccc(Br)cc1 | -4% | -3% | -44%[inhibitor] | 6% | -3% | -7% | 1% | -1%
CCn1c(=O)c(=O)n(CC)c2cc(S(=O)(=O)Nc3ccc(C)cc3)ccc21 | 3% | . | 17% | 3% | 1% | 4% | . | 4%
Cn1c(=O)c2c(nc(Br)n2CC(=O)c2cccs2)n(C)c1=O | -1% | -1% | -7% | 0% | -2% | -8% | ? | 4%
O=S(=O)(c1ccccc1)N1CCC(N2CCCCCC2)CC1 | 1% | ? | 26% | -1% | 1% | -5% | -9% | ?
CC(=O)N1CCN(c2ncnc3sc(-c4ccccc4)cc23)CC1 | 2% | 1% | -15% | 2% | 0% | 5% | ? | ?
CC(C)Cc1ccc(/C=C/C(=O)N2CCOCC2)cc1 | -6% | -7% | 13µM* | 5% | 4% | . | -2% | 3%
Cc1ccc(C(=O)Nc2nc3nc(-c4ccccc4)cc(=O)n3[nH]2)cc1 | -4% | -3% | ? | 17% | -9%[76.3 µM] | 4% | 9% | -8%
CC(C)c1cc(-c2cc(-c3ccc(Cl)cc3)on2)nc(NC2CCCC2)n1 | -7% | . | . | 2% | 2% | -6% | . | ?
Nc1cc(N)nc(SCc2cc([N+](=O)[O-])cc3c2OCOC3)n1 | 6% | -14% | . | 13% | -2% | 3% | ? | ?
N#Cc1nc(-c2ccccc2F)oc1NCc1cccc2c1OCO2 | -4% | -3% | -1% | 4% | ? | 1% | ? | ?
NC(=S)N/N=C/c1cccc(Br)c1 | -10% | 2% | -16% | 7% | 5% | -1% | 15% | 7%
CC(C)N1CC2=C(OC(N)=C(C#N)C2c2cccnc2)/C(=C/c2cccnc2)C1 (configuration not stated) | -6% | 0% | -2% | -96% | 18% | -2% | -9% | ?
(next part)
SMILES | aGal spleen mod | GAA inh | SMN2 splice enh | GoLoco inh red | GAA glycogen mod | aGlu spleen mod | ALDH1A1 block | KDM4E inh
O=C(CSc1n[nH]c(=O)[nH]c1=O)N1CCCCCC1 | -4% | . | . | 5% | 5% | -27% | . | 6%
Cc1c(-c2ccncc2)oc2ccc(Br)cc2c1=O | 7% | 11% | 16% | 7% | -7% | 15% | 6% | 4%
NC(=S)NC1CCS(=O)(=O)C1 (configuration not stated) | 2% | 2% | -17% | 8% | 1% | 1% | 5% | 2%
O=C(Cn1cnc2ccccc2c1=O)NC1CCCc2ccccc21 (configuration not stated) | -10% | 7% | 5% | -16% | 1% | 1% | 4% | -4%
CC(C)CC(=O)Nc1ccc(Nc2ccccc2)cc1 | 16% | -2% | 15% | 56%[activator] | -21% | 15% | 0% | -2%
O=C(CCc1ccccc1)Nc1ccccc1C(=O)N1CCOCC1 | -2% | -2% | . | 2% | 15% | 1% | 6% | 1%
CCNc1nc(NC(C)C)nc(Nn2cnnc2)n1 | 3% | ? | 11% | 1% | ? | -14% | 9% | 8%
O=C(Nc1cccc(C(F)(F)F)c1)n1cc(-c2ccccn2)c(N2CCOCC2)n1 | -4% | 6% | -1% | -10% | 4% | 2% | ? | 1%
C[C@@H](C[N+](C)(C)C)OC(N)=O | -17%[29.1 µM] | . | -9%[20.6 µM] | 2%[21.6 µM] | . | 5%[29.1 µM] | -13%[20.9 µM] | 2%[25.5 µM]
Cc1cc(NC(=O)CN2C(=O)CCSc3ccccc32)no1 | 6% | 3% | -19% | 1% | 4% | 9% | 5% | 0%
O=C(O)CSCC(=O)Nc1ccc(C(F)(F)F)cc1 | 9% | -7% | 9% | 9% | -5% | -3% | -5% | 1%
CN(C)C(=O)N1CCCC(C(=O)NCc2ccc(F)cc2Cl)C1 (configuration not stated) | 2% | -1% | ? | -1% | 10% | -8% | 0% | -5%
Cn1ccnc1SCC(=O)Nc1ccccc1 | -5% | 1% | 6% | -1% | 5% | -7% | -4% | 4%
COCCN1Cc2cccc(C(=O)NC(C)c3cccs3)c2C1=O (configuration not stated) | 10% | ? | -1% | -9% | 2% | -20% | ? | 8%
Cc1ccc(NC(=O)C(=O)NCC2CCN(C(=O)c3cccc([N+](=O)[O-])c3)CC2)cc1 | 3% | ? | . | 20% | 16% | 6% | 1% | -15%
CCN1CCN(S(=O)(=O)Cc2ccccc2)CC1 | -2% | 0% | -4% | 11% | -11% | 0% | 10% | 2%
Cc1ccc(S(=O)(=O)NCCc2ccc(S(N)(=O)=O)cc2)cc1 | -9% | -4% | -19% | 16% | 1% | -4% | 25µM* | 3%
COc1cc2c(cc1OC)-c1c(OC)c(OC)cc3ccnc(c13)C2=O | -11%&-2% | -5% | 0% | 0%&2% | -1% | -13%&1% | -4%&2% | ?
O=C(NC(=S)N1CCN(c2ccccn2)CC1)c1ccccc1 | -6% | -2% | 12% | 5% | 8% | -2% | -13% | -27%
COc1c(OC)c2occc2c2oc(=O)ccc12 | -5% | . | -6% | -2% | . | 7% | ? | -2%
CCCc1cc(=O)[nH]c(SCC(=O)N2CCN(c3ccccc3)CC2)n1 | 5% | -5% | -6%&6% | 9% | ? | 5% | 8% | 3%
CCNC(=O)NC1(C(=O)Nc2ccc3c(c2)CCC3)CCCCC1 | 7% | -2% | -9% | 2% | 1% | -6% | 10% | 1%
Cc1cc(C)c(C#N)c(SCc2cc3c(cc2Cl)OCO3)n1 | 4% | -12% | -22% | 8% | 1% | 1% | -13% | -12%
CNC(=O)/C(C#N)=C1\SC(Cc2ccc(F)cc2)C(=O)N1c1ccccc1C (configuration not stated) | 6% | . | . | 1% | 0% | 4% | . | -6%
O=C(NCCCc1ccccc1)C1CCN(c2nnc(-n3cccc3)s2)CC1 | -8% | -6% | -11% | 10% | -13% | -6% | -7% | 0%
(list continues)
SMILES | aGal spleen mod | GAA inh | SMN2 splice enh | GoLoco inh red | GAA glycogen mod | aGlu spleen mod | ALDH1A1 block | KDM4E inh
Cc1cc(C)cc(NC(=O)c2ccc(CNc3c(N4CCOCC4)c(=O)c3=O)cc2)c1 | -2% | -4% | -9% | 9% | 20% | -15% | 9% | 1%
COCCn1c(-c2ccco2)csc1=Nc1cccnc1 | -5% | -4% | 1% | -1% | -12% | -6% | ? | -10%
O=C(CC1SC(=O)N(c2ccccc2)C1=O)Nc1cccc2ccccc12 (configuration not stated) | 4% | . | . | 3% | ? | -2% | . | -18%
Cc1ccc([N+](=O)[O-])cc1NC(=O)CCSc1ccc(Cl)cc1 | 1% | 1% | -24% | -16% | -1% | -3% | ? | 7%
O=C(NCc1ccco1)c1ccc(COc2ccc(Cl)cc2)cc1 | -16% | 8% | -13% | 16% | 0% | 1% | -6% | 6%
Oc1ccccc1/C=N/N1CCCCC1 | -4% | 0% | 2% | 5% | -10% | -2% | 2% | 5%
COC(=O)N/N=C/C1=CCC2CC1C2(C)C (configuration not stated) | 13% | -7% | -4% | 2% | 7% | 8% | 6% | -7%
CCCOP(=O)(c1ccc(N(C)C)cc1)C(Nc1ccccc1)c1ccc(C)cc1 (configuration not stated) | -4% | -11% | . | 2% | -16% | -2% | -6% | -16%
COc1ccc(N/N=C2/CCCCC2=O)cc1 | 5% | -1% | 19% | -10% | ? | 5% | ? | -2%
CC(C)c1nc(CN2CCCCC2)cc(=O)[nH]1 | -1% | ? | -1% | 4% | 20% | 3% | -3% | -1%
